Runt-SMMHC FRET: Runt domain-CBFb-SMMHC interaction inhibition; Q01196+Q13951; Cerulean-Runt/Venus-CBFb-SMMHC FRET ratio 530/480, 1 h; inhibition, % at 20 µM; 220,000 compounds, 0.74% hits;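 active = mean inhibition across duplicate retests at 20 µM reaching about 50%, limit read from the data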;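 also: 0% = DMSO wells and 100% = wells with excess untagged CBFb-SMMHC; inhibitors lower the FRET ratio by blocking Runt binding to CBFb-SMMHC; some results filed as inactive read as strong as hits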
m-calpain inh: inhibitors of pig calpain II; purified calpain II, fluorogenic peptide substrate, 30 min; inhibition, % at 16 µM; AID 1236; 220,000 compounds, 0.37% hits;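 active = inhibition above about 50%, limit read from the data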
TbHK1 inh: T. brucei hexokinase 1 inhibition; recombinant TbHK1, G6PDH-coupled NADH A340; inhibition, % at 10 µM; 220,000 compounds, 0.11% hits; AID 1430;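 active = inhibition of 50% or more in the single-dose primary screen; inactive = inhibition below 50%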
p97 ATPase inh: inhibitors of human p97 ATPase; P55072; recombinant p97 ATPase, Kinase-Glo ATP luminescence, 3 h; inhibition, % at 8 µM; 220,000 compounds, 0.42% hits; AID 1481; in the data active = inhibition above about 15%;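 also: 0% = DMSO vehicle and 100% = wells lacking enzyme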
Runt-CBFb FRET: blocks binding of human RUNX1 Runt domain to CBFb | AID 1496 | Cerulean-Runt/Venus-CBFb FRET ratio 530/480, 1 h | Q01196+Q13951 | 220,000 compounds, 0.46% hits | inhibition, % at 20 µM;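 active = inhibition over about 50% at 20 µM in the single-dose screen, limit read from the data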;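 also: 0% = DMSO wells and 100% = excess unlabeled CBFb competitor control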
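Assay system: Cerulean-Runt domain fusion protein, energy donor; Signal: fluorescence energy transfer, 422 nm excitation, 530/480 nm emission; Timing: 1 h compound exposure, room temperature; Control set: unlabeled CBFb; Medium: Tris buffer pH 7.5 with salts and BSA; Compound: single test concentration of 20 µM, 1% DMSO final; Probe or stimulus: Venus-CBFb 100 nM.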
Furin inh: inhibitors of human furin. purified furin, fluorogenic substrate cleavage. inhibition, % at 30 µM. 220,000 compounds, 0.061% hits. AID 463115; in the data active = inhibition above about 25%; also: inactives centre near -15
Target sequence (P09958 108-714 limits assumed): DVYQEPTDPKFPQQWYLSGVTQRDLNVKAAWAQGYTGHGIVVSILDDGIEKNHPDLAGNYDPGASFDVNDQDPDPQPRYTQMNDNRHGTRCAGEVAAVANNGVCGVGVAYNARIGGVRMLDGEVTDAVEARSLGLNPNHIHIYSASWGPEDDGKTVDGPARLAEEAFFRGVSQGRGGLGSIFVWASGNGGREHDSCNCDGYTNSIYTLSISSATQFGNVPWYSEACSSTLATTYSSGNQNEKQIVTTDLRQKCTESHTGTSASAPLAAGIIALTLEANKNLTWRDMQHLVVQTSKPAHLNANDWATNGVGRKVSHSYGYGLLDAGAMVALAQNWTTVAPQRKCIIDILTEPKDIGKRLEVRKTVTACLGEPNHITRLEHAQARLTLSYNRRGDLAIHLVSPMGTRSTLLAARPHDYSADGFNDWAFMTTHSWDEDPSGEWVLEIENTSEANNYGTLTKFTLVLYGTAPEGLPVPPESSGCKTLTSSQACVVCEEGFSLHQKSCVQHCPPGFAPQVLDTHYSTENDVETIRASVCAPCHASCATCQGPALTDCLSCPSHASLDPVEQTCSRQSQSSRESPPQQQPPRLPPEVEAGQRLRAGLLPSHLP
RBBP9 inh: human RBBP9 hydrolase inhibition; O75884; recombinant RBBP9, FP-Rh probe fluorescence polarization; inhibition, % at 7.94 µM; 220,000 compounds, 0.2% hits;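 active = inhibition above the campaign mean of all tested compounds plus 3 SD, cut at about 14% in these data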;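 also: plate controls were DMSO wells with RBBP9 for no effect and wells lacking RBBP9 protein for full effect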
Target sequence (O75884 whole entry, looked up): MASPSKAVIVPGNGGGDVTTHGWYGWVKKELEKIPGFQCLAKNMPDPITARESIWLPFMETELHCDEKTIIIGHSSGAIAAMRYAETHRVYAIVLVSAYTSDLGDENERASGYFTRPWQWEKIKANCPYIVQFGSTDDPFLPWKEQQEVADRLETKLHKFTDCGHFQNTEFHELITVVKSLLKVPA
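System: RBBP9 protein | Quantity: 2.5 µM RBBP9 dispensing solution, before mixing | Reagent: FP-Rh probe, 375 nM dispensing solution | Timing: Enzyme-compound preincubation 30 min, then probe labeling 45 min, 25 °C | Measured by: Fluorescence polarization | Read-out: % inhibition | Replication: One well per compound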
NCF1 inh: inhibitors of human p47phox binding; AID 1274; p47phox/p22phox peptide binding, fluorescence polarization, 2 h; inhibition, % at 24.7 µM; 220,000 compounds, 0.53% hits;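 active = inhibition above about 30%, limit read from the data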;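 also: 0% = p47phox with labelled peptide and 100% = labelled peptide alone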
EBV gp42 inh: inhibitors of Epstein-Barr virus glycoprotein 42 | 220,000 compounds, 0.42% hits | Q1HVG2 | Fluorescence polarization binding assay, mP read-out | inhibition, % (tested at 21.74 µM); in the data active = inhibition above about 50%
Target sequence (Q1HVG2 whole entry, looked up): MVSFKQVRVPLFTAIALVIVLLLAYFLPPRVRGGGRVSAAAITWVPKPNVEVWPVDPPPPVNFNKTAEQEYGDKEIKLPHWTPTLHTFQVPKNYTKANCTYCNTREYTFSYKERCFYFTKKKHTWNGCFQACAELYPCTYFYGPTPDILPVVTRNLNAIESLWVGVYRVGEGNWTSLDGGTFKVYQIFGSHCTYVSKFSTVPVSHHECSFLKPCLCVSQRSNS
* marks the source's active call; other numbers are inactive results; i = inactive; · = not tested or not shown; [ ] = remark or other dose.

| mol | Runt-SMMHC FRET | NCF1 inh | Furin inh | Runt-CBFb FRET | m-calpain inh | RBBP9 inh | p97 ATPase inh | TbHK1 inh | EBV gp42 inh |
| --- | --- | --- | --- | --- | --- | --- | --- | --- | --- |
| CC(C)C(OC(=O)c1ccco1)C(=O)NCc1ccccc1 (centres undefined) | 6 | -12 | -22[20 µM] | -1 | -8 | -2 | -1 | -1 | -14 |
| Cc1ccc(N=Nc2c(=O)[nH]n3c(=O)cc(C)[nH]c23)cc1 | -6 | -6 | 2[20 µM] | -2 | 8 | 11 | 0 | -9 | -11 |
| CC(C)N(C(=S)Nc1cccc(C(F)(F)F)c1)C(C)c1ccccn1 (centres undefined) | -1 | -6 | -8 | -1 | 33 | -2 | 1 | -1 | -10 |
| COc1ccc(N2CCN(C(=O)CCNS(=O)(=O)c3cccs3)CC2)cc1 | 2 | -6 | -12[20 µM] | -2 | -3 | -9 | -2 | 47 | -13 |
| CSc1cccc(NC(=O)C(=O)NCc2ccccc2)c1 | -4 | -4 | -15 | -2 | -12 | 0 | 5 | -4 | -11 |
| Cc1c(Nc2ncnc3nc[nH]c23)c(=O)n(-c2ccccc2)n1C | 3 | -1 | -26 | 0 | -11 | 1 | -5 | -2 | -7 |
| COc1ccc2cc(CN(CCO)C(=O)c3ccccc3F)c(=O)[nH]c2c1 | 3 | 0 | -17[20 µM] | -1 | -50 | 6 | 2 | -24 | -10 |
| FC(F)(F)c1nnc2sc(-c3ccccn3)nn12 | -4 | -3 | -27 | -1 | -16 | 2 | 7 | -1 | -19 |
| CCCC(=O)Nc1ccccc1N1CCN(C(=O)C(C)C)CC1 | -6 | -6 | -29 | 0 | 5 | -3 | 6 | -4 | -11 |
| CC(C)CC(NC(=O)c1ccc(Cl)cc1)C(=O)O (centres undefined) | -4 | -17 | -15[20 µM] | -1 | 11 | 2 | 0 | -7 | -6 |
| COc1cc(-c2nc3ccc(N4CCN(C)CC4)cc3[nH]2)cc(OC)c1OC | 1 | -15 | -21 | -2 | i | -1 | 3 | -33 | -9 |
| COc1ccc(NC(=O)CSc2nnc(Cn3cnc4ccccc43)n2C)cc1 | 5 | -7 | 1[20 µM] | -2 | -6 | -1 | 2 | 9 | -18 |
| Cc1ccccc1C1CC(c2ccc(Br)cc2)Nc2nc(N)nn21 (centres undefined) | -1 | 0 | -12 | · | 19 | 3 | 2 | -2 | -10 |
| CCOc1ccc(C(=O)c2cccs2)cc1 | 2 | -12 | -14 | -3 | 0 | 3 | 3 | -10 | -17 |
| Cc1cc(C)n2c(SCC(=O)N(C)C3CCCCC3)nnc2n1 | -1 | -4 | -20 | -1 | -63 | -2 | 1 | -7 | 5 |
| CCOc1ccc(-c2noc(-c3ccncc3)n2)cc1OCC | -2 | -8 | -23[20 µM] | -2 | -17 | -2 | -2 | -3 | -17 |
| Cc1cc(Nc2nc3ccccc3nc2Cl)n(-c2ccccc2C)n1 | 3 | -15 | -17[20 µM] | -3 | -1 | -4 | 15* | -2 | -8 |
| Cc1cccc(NC(=O)CCc2ccccc2)c1 | -4 | -8 | -32 | 1 | -8 | 1 | -1 | -15 | -11 |
| CNc1ncnc(Sc2ccc(Cl)cc2)c1[N+](=O)[O-] | -4 | -1 | -16 | 3 | 8 | -3 | 9 | -12 | -20 |
| CCOc1ccccc1NC(=S)NCc1cccn1C | -2 | · | -38 | -1 | -8 | -7 | 0 | -9 | -10 |
| CCCCC(=O)NC(c1ccccc1Cl)c1c(O)ccc2ccccc12 (centres undefined) | 2 | -16 | 5 | 2 | 1 | -9 | 6 | 17 | -12 |
| COc1ccc(S(=O)(=O)N(C)CC(=O)Nc2cccc(C(C)=O)c2)cc1 | 1 | -5 | -140[20 µM] | -1 | -13 | -11 | -2 | -3 | -20 |
| CCOc1ccccc1C1C(C#N)=C(N)Oc2n[nH]c(CC)c21 (centres undefined) | 0 | 7 | 5 | -7 | -2 | 0 | 3 | 32 | -15 |
| Cc1cc(C)n(Cc2cc(C(=O)O)c3ccccc3n2)n1 | -2 | 0 | -25 | 0 | -17 | -4 | -1 | -7 | -1 |
| O=C(CSc1ccccc1)N1CCN(c2ccccn2)CC1 | -3 | -15 | -9 | 2 | -6 | -5 | 1 | -1 | -7 |
| CCSc1nc2sc3c(c2c2nnc(SCC(=O)NCc4ccco4)n12)CCCC3 | · | · | -11[20 µM] | · | · | -2 | -1 | -10 | · |
| CCOC(=O)Nc1c(C)n(C)n(-c2ccccc2)c1=O | 1 | 1 | · | 1 | -8 | · | · | · | -16 |
| CC(C)CCn1c(Cl)nc2c1c(=O)n(C)c(=O)n2C | 1 | -1 | -8 | 0 | 9 | -5 | 2 | -4 | 3 |
| COc1ccc(NC(=O)Cn2nc(Cc3cccnc3)c3ccccc3c2=O)c(OC)c1 | -4 | -9 | -17 | 2 | 23 | 1 | 8 | -5 | -11 |
| COc1ccc(NC(=O)N2CCCC(c3nc(-c4ccc(C(C)C)cc4)no3)C2)cc1 (centres undefined) | 3 | -10 | -16 | -4 | -29 | -5 | -1 | 0 | -30 |
| CCOC(=O)c1nnn(-c2nonc2N)c1CN(C)C1CCCCC1 | 0 | -14 | -1 | -1 | 9 | -4 | 1 | -3 | -7 |
| Cc1ccc(C(=O)Cn2nnc(-c3ccccc3-n3cnnn3)n2)cc1 | -36 | -13 | -6 | -3 | 9 | -13 | -9 | 3 | -27 |
| CCCc1ccc(-c2cc(C(=O)NC3=NCCS3)c3ccccc3n2)cc1 | 2 | -25 | -14 | 2 | 7 | -4 | 3 | -3 | -7 |
| Cn1nccc1NC(=O)c1nccnc1C(=O)O | -3 | -12 | -19 | 2 | -10 | -4 | 5 | -10 | -3 |
| N#CC(c1ccccc1)c1ccc(C(=O)c2ccc(F)cc2)cc1 (centres undefined) | 0 | -2 | -17[20 µM] | -2 | 35 | -2 | 2 | 8 | -15 |
| Cc1cccc(Cn2c(N3CCc4ccccc4C3)nc3c2c(=O)[nH]c(=O)n3C)c1 | -3 | -8 | -15[20 µM] | -4 | 16 | 3 | -7 | -6 | -48 |
| CCSc1nc2c(cnn2-c2ccc(C)cc2)c(=O)[nH]1 | 1 | 10 | -17 | -3 | -30 | -6 | 2 | -18 | 0 |
| O=C(CSc1nc2ncc(Br)cc2[nH]1)Nc1ccc2c(c1)OCO2 | -2 | -8 | -11 | -2 | -6 | -3 | 7 | 8 | -11 |
| Cc1noc(C)c1CSCC(=O)OCC(=O)NC1CCCCC1 | 2 | -18 | -10 | -1 | -18 | -9 | 3 | 3 | -18 |
| Cc1ccc(/C=C2\SC(=S)N(CCCC(=O)Nc3ccc(O)cc3)C2=O)cc1 | -7 | -51 | -19 | -7 | 22 | -11 | -4 | -15 | 1 |
| CCSc1nc2c(c(=O)n(C)c(=O)n2C)n1Cc1ccc(Cl)cc1 | · | · | -20[20 µM] | · | · | -13 | 1 | 7 | · |
| Nc1[nH]c(=S)[nH]c(=O)c1-c1ccccc1 | 1 | -3 | -30 | 2 | -22 | -1 | 2 | -2 | 10 |
| Cc1nn(-c2ccccc2)nc1C(N)=O | -4 | 9 | -13 | 1 | 37 | 5 | 10 | -5 | -12 |
| Cc1cc(C(=O)CSc2nnc(-c3ccccc3)n2-c2ccccc2)c(C)n1-c1ncn[nH]1 | -4 | -17 | -26 | 4 | -427 | -7 | 4 | -6 | 6 |
| O=C1c2ccccc2C(=O)N1CCc1nn[nH]n1 | 4 | -4 | -27[20 µM] | -6 | 5 | -7 | 4 | -3 | 17 |
| CCSC1=C(C#N)C2(CCCCC2)C(C#N)=C(N)N1 | 3 | -8 | -1 | -3 | 22 | -2 | 2 | 36 | 11 |
| CC1(C)Cc2c(sc(/N=C/N3CCOCC3)c2C#N)C(C)(C)N1 | -3 | -14 | -7 | -2 | -2 | -6 | 4 | -46 | 3 |
| OCC1(Cc2ccccc2)CCN(Cc2cnn(-c3ccccc3F)c2)CC1 | 3 | -9 | -27 | 0 | 5 | -4 | -1 | 9 | -14 |
| CN(/C(=N\S(=O)(=O)c1ccccc1)c1ccccc1)c1ccc(O)cc1 | 1 | 5 | -26 | 3 | 8 | -6 | 1 | 1 | -3 |
| Cc1cc(=O)oc2cc(OC(C)C(=O)Nc3ccc(N4CCOCC4)cc3)ccc12 (centres undefined) | -3 | 2 | -7[20 µM] | 1 | 10 | 1 | 7 | -16 | -6 |
| COc1ccc(C2CC(c3ccc(Cl)cc3Cl)n3nc(N)nc3N2)cc1 (centres undefined) | -7 | -7 | 9 | · | -7 | -3 | 2 | -4 | 5 |
| CCCCCCC(C)n1[nH]c(=O)c2c(C)cc(=O)[nH]c21 (centres undefined) | 0 | -15 | -19[20 µM] | -2 | -22 | -6 | 5 | -1 | -13 |
| O=C(Cc1ccc(-n2cccc2)cc1)NC1CCCCC1 | -6 | -8 | -25 | 4 | -72 | 2 | 3 | 3 | -2 |
| CCOC(=O)N1CCN(C(=O)C2CCN(S(=O)(=O)c3c(C)cc(C)cc3C)CC2)CC1 | 2 | -11 | -16[20 µM] | 1 | 8 | 0 | -6 | -10 | -11 |
| Cc1ccccc1-n1nnnc1SCC(=O)Nc1ccc(S(=O)(=O)N2CCCC2)cc1 | 7 | -22 | -32[20 µM] | 0 | -16 | -3 | 2 | 1 | -16 |
| CC(C)NC(=S)NN=C1c2ccccc2-c2ccccc21 | 2 | -1 | -5 | -2 | -3 | 6 | -4 | 8 | -3 |
| COc1cc(/C=N/Nc2ncc(C(F)(F)F)cc2Cl)cc(OC)c1OC | 5 | -3 | -3 | 1 | 14 | -4 | -3 | -34 | -5 |
| CCCn1cnc2cc(NC(=O)c3cccs3)ccc21 | -2 | 0 | -17 | 0 | 14 | -8 | 5 | -2 | -16 |
| N#Cc1ccccc1NC(=O)c1ccccc1OCC(=O)NCc1ccco1 | -2 | -9 | -18[20 µM] | 1 | 16 | 0 | -3 | 4 | 1 |
| COc1ccc(CSc2nnnn2-c2ccccc2)cc1 | -2 | -10 | -9[20 µM] | -2 | 32 | -1 | -1 | 4 | 3 |

The final four records of the part above lead into the next.
| mol | Runt-SMMHC FRET | NCF1 inh | Furin inh | Runt-CBFb FRET | m-calpain inh | RBBP9 inh | p97 ATPase inh | TbHK1 inh | EBV gp42 inh |
| --- | --- | --- | --- | --- | --- | --- | --- | --- | --- |
| COc1cc(/C=N/Nc2ncc(C(F)(F)F)cc2Cl)cc(OC)c1OC | 5 | -3 | -3 | 1 | 14 | -4 | -3 | -34 | -5 |
| CCCn1cnc2cc(NC(=O)c3cccs3)ccc21 | -2 | 0 | -17 | 0 | 14 | -8 | 5 | -2 | -16 |
| N#Cc1ccccc1NC(=O)c1ccccc1OCC(=O)NCc1ccco1 | -2 | -9 | -18[20 µM] | 1 | 16 | 0 | -3 | 4 | 1 |
| COc1ccc(CSc2nnnn2-c2ccccc2)cc1 | -2 | -10 | -9[20 µM] | -2 | 32 | -1 | -1 | 4 | 3 |
| CCOC(=O)c1cnc(Nc2ccc(OCC)cc2)nc1C | 0 | -3 | -19 | -1 | -29 | -5 | 2 | 3 | -2 |
| CC1(C)CC(=O)C2=C(C1)N=C1SCCC(=O)N1C2c1cccc([N+](=O)[O-])c1 (centres undefined) | -1 | -4 | -32 | -2 | -24 | 5 | 1 | -1 | -1 |
| CCCNC(=S)N1CCC(NC(=O)Nc2ccc(C)cc2)CC1 | 2 | -10 | -31 | -1 | -26 | -3 | 6 | 0 | -21 |
| CCOC(=O)c1cnc(-n2nc(C)cc2C)nc1NNc1cc(-c2ccccc2)nc(C)n1 | -2 | 0 | -12 | -1 | -29 | -1 | -2 | -13 | 12 |

Screening results deposited in PubChem by several laboratories.
